# Compound activity: PubChem, NCI
# Growth percent in the NCI-60 one-dose screen (48 h, 10 µM unless noted): 100 = growth as untreated, 0 = no growth, -100 = all killed.
# UACC-257 – UACC-257 melanoma. hit rate 4.4% among 78,000
# UACC-62 – UACC-62 melanoma | AID 1794756 | hit rate 5.4% among 81,000
# A549/ATCC – A549/ATCC NSCLC; hit rate 3.7% among 81,000; AID 1794740
# SK-MEL-28 – SK-MEL-28 melanoma. hit rate 4.1% among 81,000. AID 1794761
# HOP-92 – HOP-92 NSCLC cells; hit rate 6.3% among 71,000; AID 1794738
# SK-MEL-5 – SK-MEL-5 melanoma. AID 1794755. hit rate 6.4% among 80,000
# M14 – M14 melanoma; hit rate 6.2% among 80,000
# EKVX – EKVX NSCLC; hit rate 3% among 71,000
# Starred values were filed as active, the others as inactive; nt = no result given; & = joins results of further samples. The calls were made as follows: active = growth percent below 10; inactive = the rest.
SMILES,UACC-257,UACC-62,A549/ATCC,SK-MEL-28,HOP-92,SK-MEL-5,M14,EKVX
CN1CCN(CCc2cc3c(cc2Cl)N(Cc2ccc(-c4ccccc4-c4nn[nH]n4)cc2)C(=O)C3)CC1,108,80,104,nt,nt,98,98,85
O=c1oc2ccccc2cc1-c1cc(-c2ccc3c(c2)OCO3)no1,nt,88,56,96,72,99,101,70
CCCCSc1nc(Nc2ccc(/C(C)=N/NC(N)=S)cc2)c(C#N)c(-c2ccc(OC)cc2)n1,75,45,47,90,-4.6*,46,39,79
N#CC1=C(N)Oc2ccc(Cl)c(O)c2C12C(=O)Nc1ccccc12 (stereo not drawn),59,48,51,63,33,38,57,91
C#CCOc1cccc(Nc2ncc3ncn(C4CCN(C(=O)C=C)C4)c3n2)c1 (stereo not drawn),73,75,71,96,58,91,90,81
CCCCCCCCOC(=O)Nc1ccccc1,106,95,99,105,95,105,98,98
O=[N+]([O-])c1cccc(C2NC3=C(NNC(=S)O3)c3c2sc2c(F)cccc32)c1 (stereo not drawn),109,90,111,112,102,96,97,92
O=C(O)C(Cc1ccccc1)N1C(=O)/C(=C\c2ccc(-c3ccc(Cl)cc3)o2)SC1=S (stereo not drawn),102,95,103,101,110,95,113,87
COc1ccc(C(=O)/C=C/c2ccc3c(c2)OCO3)cc1S(N)(=O)=O,80,79,71,104,73,90,81,96
Cc1cc(C)c(Nc2nc3c(s2)C2=CC[C@H]4[C@@H]5CC[C@H]([C@H](C)CCCC(C)C)[C@@]5(C)CC[C@@H]4[C@@]2(C)CC3)c(C)c1,108,95,102,109,89,97,102,90
CC1CC=CCC1C(=O)OC/C=C/COC(=O)C1CC=CCC1C (stereo not drawn),100,96,95,107,nt,90,102,92
COc1ccc(N=Nc2c(N)nn3c(-c4ccc5ccccc5c4)ccnc23)cc1,107,100,104,109,110,97,107,92
CN1C(=O)C2=C(NCCN(C(=O)Cc3ccc(C(F)(F)F)cc3)C2c2ccc(Cl)c(Cl)c2)C1(C)C (stereo not drawn),102,79,86,113,102,96,98,98
Cc1cc(=O)n(C(=O)COc2ccc3c(C)c(Cc4ccccc4)c(=O)oc3c2C)[nH]1,92,99,87,126,87,98,102,107
COc1cc2oc(-c3cccc(C(=O)Nc4ccc(Cl)cc4)c3)cc(=O)c2c(OCCNC(=O)[C@@H](N)CO)c1OC,-68*,39,102,-75*,-2.3*,-82*,-82*,55
CC(C)=C1CCC(C)C/C1=N\N=C(N)N (stereo not drawn),93,103,92,109,86,99,102,nt
CN1NC(=O)c2ccccc2NC1=S,94,104,109,101,95,102,89,nt
COc1ccccc1/C=C/C(=O)c1ccc(OC)c(S(N)(=O)=O)c1,60,44,5.9*,39,49,nt,8.8*,23
CCN1CCN(C(=O)[C@]23CC[C@@H](C)[C@H](C)[C@H]2C2=CC[C@@H]4[C@@]5(C)C/C(=C/c6cc(C(F)(F)F)cc(C(F)(F)F)c6)C(=O)C(C)(C)[C@@H]5CC[C@@]4(C)[C@]2(C)CC3)CC1,109,98,101,111,88,101,100,95
COc1cc2c(c(OC)c1OC)C(=O)CC(c1cccc(NC(=O)c3cc(NC(=O)[C@@H](N)Cc4ccccc4)ccc3Cl)c1)O2 (stereo partly drawn),92,73,87,95,91,68,85,89

# Part of the list above in order of molecular weight, rising:
SMILES,UACC-257,UACC-62,A549/ATCC,SK-MEL-28,HOP-92,SK-MEL-5,M14,EKVX
O=c1oc2ccccc2cc1-c1cc(-c2ccc3c(c2)OCO3)no1,nt,88,56,96,72,99,101,70
CCCCSc1nc(Nc2ccc(/C(C)=N/NC(N)=S)cc2)c(C#N)c(-c2ccc(OC)cc2)n1,75,45,47,90,-4.6*,46,39,79
COc1cc2oc(-c3cccc(C(=O)Nc4ccc(Cl)cc4)c3)cc(=O)c2c(OCCNC(=O)[C@@H](N)CO)c1OC,-68*,39,102,-75*,-2.3*,-82*,-82*,55

# (list continues)
SMILES,UACC-257,UACC-62,A549/ATCC,SK-MEL-28,HOP-92,SK-MEL-5,M14,EKVX
CCN(c1ccccc1)S(=O)(=O)c1ccc(Oc2ccccc2)c(N)c1,95&109,92,105&97,109&114,73&97,93&92,103,84&93
NC(Cc1ccc(O)cc1)C(=O)N/N=C/c1ccccc1Cl (stereo not drawn),nt,102,102,103,nt,99,100,nt
COc1cccc(/C=N/NC(=O)C[N+](C)(C)C)c1O,109,100,104,107,82,101,112,113
Clc1ccc(C=Nc2ccc(Nc3ncnc4sc5c(c34)CCN(Cc3ccccc3)C5)cc2)cc1,118,85,106,105,96,95,103,96
COc1ccc(-c2cc(Cc3cccs3)c(=O)n(Cn3cnc4c(N)ncnc43)n2)cc1,109,84,101,111,nt,97,109,97
Cc1ccc(/C=C/c2c(C(N)=O)c(C)nc3ccccc23)cc1,116,91,104,114,99,98,107,96
O/N=C/c1ccco1,93,92,90,106,91,97,102,100
COc1cc2c(cc1OC)[C@H](c1ccc3c(c1)OCO3)[C@@H](C)C(C)=C2,111,74,96,122,nt,87,110,100
COc1cccc2c1n([O-])c1cccc(OC)c1[n+]2=O,71,84,71,72,94,73,96,46
O=[N+]([O-])c1ccccc1S(=O)(=O)n1ccc2nc(Cl)nc(Cl)c21,94,94,98,101,97,95,88,97
CCOc1ccc(OCc2ccc(C(=O)NCC3CCCO3)o2)cc1 (stereo not drawn),97,105,102,106,91,108,102,nt
O=C(CC(=O)N1CCOCC1)N1CCOCC1,103,108,109,120,113,111,nt,102
O=C(O)/C=C/c1ccccc1C(=O)O,96,104,94,127,95,nt,110,105
O=C1NC(=O)c2cc(-c3ccccc3)sc2C1=O,97,98,67,119,92,54,107,117
Oc1ccccc1CNCC12CC3CC(CC(C3)C1)C2,58,61,61,71,118,67,69,nt
CN(C)CCN1C(=O)CC(c2ccccc2)Sc2ccccc21 (stereo not drawn),129,103,114,120,81,110,102,102
Brc1ccc(-c2nc3sc(-c4ccc5c(c4)OCO5)nn3c2Br)cc1,83,65,68,104,81,86,96,83
CC[n+]1ccc(/C=C/c2ccc(O)c(OC)c2)cc1,84,106,83,114,99,101,98,92
C/C=C/C(=O)OC(C)CCC(CC)CCCC (stereo not drawn),108,103,101,104,107,99,105,104
CCOC(=O)c1nnn(Cc2cc(=O)oc3ccc(O)cc23)c1C,105,96,99,107,103,104,100,105
CN1CCN(CC#CCn2c3c(c4ccccc42)C[C@]2(C)[C@H]4CC[C@@H]5[C@H]6[C@H]7OC(=O)[C@@]6(CCC7(C)C)CC[C@@]5(C)[C@]4(C)CC[C@H]2C3(C)C)CC1,109,99,59,106,67,93,81,99
CS(=O)(=O)c1nccc(-c2c(-c3ccc(OCCN4CCOCC4)cc3)nc3sccn23)n1,121,98,104,114,nt,101,114,108
O=C(Cn1[nH]c(=O)c2ccccc2c1=O)OCc1cccc(C(F)(F)F)c1,25,94,nt,116,85,136,100,113
Cc1nc2cc(-c3cc(C(F)(F)F)cc(C(F)(F)F)c3)ccc2c(=O)n1-c1cccc(Cl)c1,90,81,86,93,91,94,84,85
COCCOc1ccccc1,106,108,110,109,105,110,98,108
N/N=C(\N/N=C/c1ccccc1)c1ccccc1,119,102,102,107,88,98,106,86
CC(C)C(=O)Oc1c(Cl)cc(Cl)c(Cl)c1Cl,70,nt,76,105,81,94,97,99
CC(=O)OC1Oc2cc(C)c(C)cc2-c2oc(=O)c(-c3ccc(F)cc3)cc21 (stereo not drawn),96,50,53,64,80,55,38,82
CCn1ncc2c(NNS(=O)(=O)c3ccc([N+](=O)[O-])cc3)ncnc21,92,94,98,98,82,97,98,99
C[C@]12CCC(=O)C=C1CCC1C2[C@@H](O)C[C@@]2(C)C1CC[C@]2(O)C(=O)COC(=O)CCC(=O)O (stereo partly drawn),114,106,nt,108,61,99,104,79
COc1ccc(C2=C(C#N)[C@]3(C(=O)Nc4ccc(OC)cc43)c3c(-c4ccccc4)nn(-c4ccccc4)c3N2)cc1,75,76,75,96,57,78,83,82
O=C(N/N=C/c1cc2ccccc2nc1Cl)c1cc(-c2nc3ccccc3[nH]2)nc2ccccc12,118,75,95,99,72,82,109,93
CCN(CC)CCCNC(c1ccccc1)C(O)c1ccccc1 (stereo not drawn),103,112,98,113,90,103,103,99
C=CC1(C)C(O[Si](C)(C)C(C)(C)C)CC2C3OC(=O)NC31c1cccc3c1[C@H](C(=O)N3C)C2(C)C (stereo partly drawn),33,29,42,64,29,26,48,44
CCCCCc1ccc(S(=O)(=O)OCc2cc(=O)c(O)co2)cc1,100,92,95,109,84,104,96,100
COc1cc2ncnc(Nc3ccc(F)c(Cl)c3)c2cc1OCC(=O)N1CCN(c2ccc(F)cc2)CC1,114,88,80,98,88,98,81,78
CCCCCCCCCc1ccc(S)cc1,104,113,107,107,nt,106,101,108
COc1cc(/C=C/C(=O)C(=Cc2ccc(F)c(F)c2)C(=O)/C=C/c2ccc(O)c(OC)c2)ccc1O,47,32,44,36,nt,41,2.1*,72
COc1ccc2[nH]c(=O)c(/C=N/Nc3nc(-c4ccccc4)cs3)c(O)c2c1,99,63,57,76,95,65,75,54
CCCCCCCCCCCCCCCC(=O)OC[C@@]1(O)C[C@@]23CC[C@@H]4C(C)(C)CCC[C@@]4(C)[C@@H]2CC[C@H]1C3,104,86,103,121,117,98,-52*,109
Nc1[nH]n2cc(-c3ccc(F)cc3)nc2c1N=Nc1ccc(S(N)(=O)=O)cc1,100,71,85,85,75,77,65,108
COc1ccccc1Nc1ccc(N)cc1S(=O)(=O)O,98,102,77,102,68,104,99,92
CS(=O)(=O)Nc1ccc(C(=O)NC(C(=O)NO)c2ccc(-c3cccc(F)c3)cc2)cc1 (stereo not drawn),101,79,103,92,-8.8*,48,85,97
O=C(c1c[nH]c2ccccc12)c1n[nH]c(=S)n1-c1ccc(F)cc1,91,78,88,120,90,34,100,78
N#Cc1ccc(SSc2ccc(C#N)cc2)cc1,95,96,94,97,108,102,99,108
CC(=O)n1cc(/C=C2\N=C(c3ccccc3)N(c3ccc(S(=O)(=O)Nc4nccs4)cc3)C2=O)c2ccccc21,95,83,89,99,102,93,98,99
COc1ccc(Oc2ccc(C3CC(c4cc(OC)c(OC)c(OC)c4)=NN3C(C)=O)cc2)cc1 (stereo not drawn),40,29,25,43,12,1.5*,28,25
Cn1c2ccc(Br)cc2c2c3c(c4c5ccccc5ccc4c21)C(=O)N(O)C3=O,98,96,105,111,99,100,105,93
CCN(CCO)C(C(=O)c1ccc(Cl)cc1)c1ccccc1 (stereo not drawn),98,104,97,107,88,109,92,106
COc1ncc(-c2ccc3ncnc(Nc4cccc(Cl)c4)c3c2)cc1NS(=O)(=O)CCN1CCOCC1,nt,-21*,-4.6*,-4.9*,-26*,-20*,18,-21*
N#Cc1nc(C(c2ccccc2)c2ccccc2)oc1NCc1ccc2c(c1)OCO2,96,69,68,100,88,90,84,64
CC(C)(C)OC(=O)CC(C)(O)c1ccc(Cl)cc1 (stereo not drawn),109,103,112,109,91,99,106,99
CC(=O)Nc1ccc(-c2ccc(NC(C)=O)c(O)c2)cc1O,18,96,101,123,97,100,98,104
Cc1ccc2c(OCC(=O)N/N=C/c3ccccc3)cc(=O)[nH]c2c1,108,96,99,108,102,99,105,103
COc1cc(C2=NN(C(C)=O)C(c3c(C)nn(-c4ccccc4)c3N3CCOCC3)C2)cc(OC)c1OC (stereo not drawn),80,90,75,102,87,96,94,92
CCNS(=O)(=O)c1ccc(Cl)c(Cl)c1,92,94,91,103,78,96,93,97
COc1cc2c(cc1OC)CN(CCCOc1cc(O)c3c(=O)cc(-c4ccccc4)oc3c1)CC2,95,107,92,127,103,99,97,102
COC(=O)c1c2c(c(C)[n+]([O-])c1C)C(=O)C(NCc1ccc(Br)cc1)=CC2=O,-52*,-16*,18,65,78,-93*,4.2*,32
CC1=NN(c2cccc(S(N)(=O)=O)c2)C(=O)C1,124,90,87,111,-31*,93,95,91
CCN(CC)CCCC(C)NC(=O)OCC(C)C (stereo not drawn),99,109,101,106,121,107,96,nt

# Limited to EKVX, UACC-62 and M14, for some of the entries so far:
compound | EKVX | UACC-62 | M14
CC(=O)n1cc(/C=C2\N=C(c3ccccc3)N(c3ccc(S(=O)(=O)Nc4nccs4)cc3)C2=O)c2ccccc21 | 99 | 83 | 98
COc1ccc(Oc2ccc(C3CC(c4cc(OC)c(OC)c(OC)c4)=NN3C(C)=O)cc2)cc1 (stereo not drawn) | 25 | 29 | 28
Cn1c2ccc(Br)cc2c2c3c(c4c5ccccc5ccc4c21)C(=O)N(O)C3=O | 93 | 96 | 105
CCN(CCO)C(C(=O)c1ccc(Cl)cc1)c1ccccc1 (stereo not drawn) | 106 | 104 | 92
COc1ncc(-c2ccc3ncnc(Nc4cccc(Cl)c4)c3c2)cc1NS(=O)(=O)CCN1CCOCC1 | -21* | -21* | 18
N#Cc1nc(C(c2ccccc2)c2ccccc2)oc1NCc1ccc2c(c1)OCO2 | 64 | 69 | 84

# Further structures follow:
SMILES,UACC-257,UACC-62,A549/ATCC,SK-MEL-28,HOP-92,SK-MEL-5,M14,EKVX
CCc1ccc(-c2c(-c3cc(OC)c(OC)c(OC)c3)nc3sc(CC)nn23)cc1,129,76,108,90,76,86,94,nt
O=C(CNc1nc(-c2ccccc2)cs1)Nc1ccccc1Cl,91,76,68,106,71,66,72,56
O=C(Cn1cnc2c(cc(-c3ccccc3)n2-c2ccncc2)c1=O)Nc1ccc(F)cc1,124,110,101,119,99,106,101,105
CCCCc1ccc(NS(=O)(=O)c2cc3c4c(c2)CCN4C(=O)CC3)cc1,16,-29*,11,40,3.4*,1.0*,-13*,nt
COc1cc(-c2nnc(Nc3ccc(C(F)(F)F)cc3)o2)cc(OC)c1OC,96,98,103,102,95,107,97,96
O=[N+]([O-])c1cnc2ccccc2c1N[C@H](CO)c1ccccc1,106,81,91,108,72,99,97,91
